SR-BI DiI-HDL act: activators of SR-BI mediated HDL lipid uptake; hit rate 0.096% among 320,000; CHO ldlA[mSR-BI] cells, DiI-HDL uptake fluorescence, 3 h; 100 = double the neutral-control signal; activation, % at 12.5 µM;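 active = mean replicate activation of at least 60% and every replicate at or above 60%; inconclusive = mean or all-replicate condition met, but not both; inactive = mean below 60% and not all replicates reaching 60%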;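 note: 0% = median plate neutral-control signal and 100% = twice that signal; values of inactives mirror those of a sister screen read the other way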
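material = CHO ldlA[mSR-BI] cells | medium = Ham's F12 with 0.5% BSA, HEPES 25 mM, pH 7.4 | reagent = fluorescent DiI-HDL, 10 µg/mL final | compound dosing = single-point compound dose | incubation = 3 h, 37 °C | measured by = bottom-read fluorescence, 550/595 nm | measure = HDL uptake via cellular fluorescence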
dFosB activator: enhances mouse delta FosB homodimer DNA binding. activation, % at 25 µM. P13346. hit rate 0.99% among 340,000. purified delta FosB, TAMRA-CDK5 oligo fluorescence polarization; percent of positive-control signal above neutral wells;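 active = mean activation above about 17%, with every replicate also reaching it, limit read from the data, passing the limit was not always enough; inconclusive = only one of the two conditions met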;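 note: fluorescence polarization rise as delta FosB binds a TAMRA Cdk5 AP-1 oligo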
Target sequence (P13346 whole entry, looked up): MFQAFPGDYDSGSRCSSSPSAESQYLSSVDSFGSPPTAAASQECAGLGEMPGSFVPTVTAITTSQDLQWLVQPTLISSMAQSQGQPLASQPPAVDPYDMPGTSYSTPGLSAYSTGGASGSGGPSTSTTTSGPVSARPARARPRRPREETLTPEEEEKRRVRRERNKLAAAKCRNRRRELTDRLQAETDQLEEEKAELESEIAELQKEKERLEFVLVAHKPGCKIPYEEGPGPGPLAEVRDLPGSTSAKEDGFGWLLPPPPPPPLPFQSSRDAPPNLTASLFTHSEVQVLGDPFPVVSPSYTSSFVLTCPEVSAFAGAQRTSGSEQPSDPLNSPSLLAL
Rtt109 HAT inh: inhibitors of Candida albicans Rtt109/Vps75 histone acetyltransferase. Q5AAJ8. inhibition, % at 34.9 µM. hit rate 0.16% among 330,000. purified Rtt109/Vps75, ThioGlo CoA-SH fluorescence, 4 h;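 active = inhibition of at least 50% in every replicate; inconclusive = best replicate reaches 50% inhibition but some replicates fall short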
cardiac RTF act: cardiac RTF calcium sensitization. P19429+P45379. IANBD-labeled TnC RTF fluorescence at EC20 calcium; 0% EC20 calcium, 100% full calcium. activation, % at 7.2 µM. hit rate 0.24% among 340,000. AID 493008;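 active = activation above the mean over all tested compounds plus 3 SD, cut at about 30% in these data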;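 note: rise in fluorescence read as greater calcium sensitivity of cardiac thin filaments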
PvdQ acylase: blocks Pseudomonas aeruginosa PvdQ acylase activity. hit rate 0.063% among 340,000. AID 488965. inhibition, % at 10 µM. purified PvdQ acylase, fluorescence plate reader; in the data active = inhibition above about 30%, passing the limit was not always enough; inconclusive = no clear call, values can overlap the other calls;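 note: 0% = vehicle neutral wells and 100% = reference inhibitor wells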
SR-BI HDL uptake: mouse SR-BI HDL lipid transfer inhibition | Q61009 | inhibition, % at 12.5 µM | AID 488896 | hit rate 0.96% among 320,000 | ldlA[mSR-BI] CHO cells, DiI-HDL uptake fluorescence, 3 h;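 active = mean replicate inhibition of at least 70% and a set share of replicates each scoring 70 or more; inconclusive = meets just one of the two criteria; inactive = fails both criteria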;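 note: 0% = median of neutral control wells and 100% = median of positive control wells; values of inactives mirror those of a sister screen read the other way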
Target sequence (Q61009 whole entry, looked up): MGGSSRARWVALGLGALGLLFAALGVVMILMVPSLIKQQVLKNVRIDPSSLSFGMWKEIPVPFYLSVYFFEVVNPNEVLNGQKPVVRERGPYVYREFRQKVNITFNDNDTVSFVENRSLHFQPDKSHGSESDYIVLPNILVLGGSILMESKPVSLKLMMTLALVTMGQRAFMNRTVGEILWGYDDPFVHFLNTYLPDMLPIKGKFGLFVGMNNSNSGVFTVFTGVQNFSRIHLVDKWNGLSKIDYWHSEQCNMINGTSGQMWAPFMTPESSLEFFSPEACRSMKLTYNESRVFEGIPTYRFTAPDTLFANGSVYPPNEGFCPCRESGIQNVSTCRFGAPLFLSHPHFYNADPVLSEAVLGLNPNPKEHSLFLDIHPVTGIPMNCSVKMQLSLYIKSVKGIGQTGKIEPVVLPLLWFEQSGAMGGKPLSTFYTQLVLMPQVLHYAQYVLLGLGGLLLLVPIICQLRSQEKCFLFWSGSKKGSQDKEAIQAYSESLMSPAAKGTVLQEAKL
CDK5 inh: CDK5/p35 (human) kinase inhibition; Q00535+Q15078; Recombinant CDK5/p35, ADP-Glo luminescence, 60 min; inhibition, % at 10 µM; hit rate 0.01% among 330,000; AID 488839;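 active = highest replicate inhibition of at least 50% and at least 75% of replicates reaching 50%; inconclusive = only one of the two criteria met; inactive = both criteria failed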;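 note: plate controls were DMSO neutral control for no effect and GW8510 at 10 µM for full effect; many of its hits are not listed in these tables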
MITF act: increases MITF-driven TRPM1 promoter luciferase signal; SK-MEL-5 TRPM1-promoter luciferase, 24 h; % of positive control, neutral wells = 0; activation, % at 12.5 µM; hit rate 0.75% among 300,000; AID 588334;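 active = mean activation of at least 80% with every replicate also reaching 80%; inconclusive = mean reaches 80% but some replicate falls short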;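 note: 0% = neutral control wells and 100% = parthenolide positive control wells; values of inactives mirror those of a sister screen read the other way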
Wnt bcat act: activates Wnt/beta-catenin signaling in a reporter cell assay; activator, plate reader; activation, % at 9.35 µM; hit rate 1.2% among 300,000; in the data active = activation above about 30%, passing the limit was not always enough; inconclusive = no clear call, values can overlap the other calls;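 note: 0% = neutral control wells and 100% = positive control wells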
HTR5A ag: HTR5A agonism, opioid heterodimer counter-screen; AID 504692; P47898; hit rate 0.61% among 340,000; HTR5A agonist assay, luminescence, cell-based; activation, % at 9.3 µM; in the data active = activation mostly above about 9.5%, no sharp cut-off; inactive = mostly below about 7.6%;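 note: 0% = cells with vehicle only and 100% = reference agonist; strong numbers were not always called active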
An asterisk follows results filed as active; ? = inconclusive; · = not tested or not shown; & = joins results of further samples.

SMILES	SR-BI DiI-HDL act	dFosB activator	Rtt109 HAT inh	cardiac RTF act	PvdQ acylase	SR-BI HDL uptake	CDK5 inh	MITF act	Wnt bcat act	HTR5A ag
Cc1cc(C)n(CC(=O)NC2CCCN(Cc3ccc(Cl)cc3)C2)n1 (stereo not drawn)	?	-15	0	6	-6	-231	-1.8	3	-3	4
Cc1cccc(-c2noc(Cc3ccccc3)n2)c1	-3	5	·	3	7	3	1.2	?	19	3
Cc1cccc(NC(=O)CCC(=O)N/N=C/c2ccco2)c1C	-14	0	-5	-1	-16	14	-3.3	-2	·	2
CC(c1ccccc1)N1C(=O)C2C3CCC(C3)C2C1=O (stereo not drawn)	·	3	-7	-2	-4	·	-1.3	-6	·	1
O=[N+]([O-])c1ccc(Cc2ccccn2)cc1	23	-3	-4	0	-4	-23	-2.1	-4	0	-2
CC1CCCC(C)N1C(=O)COC(=O)CNC(=O)c1sc2ccccc2c1Cl (stereo not drawn)	-4	-7	3	-2	-16	4	1.5	-7	-6	13
CC(=O)Nc1cc(-c2nn3c(C)nnc3s2)ccc1C	9	-9	-20	10	-5	-9	-1.0	-2	0	-7
CC(C)OC(=O)CC1C(=O)NCCN1C(=S)NC(=O)c1ccccc1 (stereo not drawn)	6	-5	1	0	-9	-6	1.7	-8	1	-3
CC12CCC(C(=O)Nc3ccncc3)(CC1O)C2(C)C (stereo not drawn)	7	-3	-4	11	2	-7	-0.9	·	7	0
COc1ccc(CCn2c(=N)c(C(=O)NCC3CCCO3)cc3c(=O)n4ccccc4nc32)cc1OC (stereo not drawn)	0	-6	11	5	-11	0	·	40	2	5
Cc1c(C(=O)N/N=C/c2cccs2)nc2ccccn12	-5	-2	0	0	-5	5	-0.3	-16	-1	6
CCCC(=O)NC(c1ccco1)c1c(O)ccc2ccccc12 (stereo not drawn)	7	-9	1	3	-7	-7	-1.4	2	·	-3
Cc1ccc(-c2n[nH]c(=O)c3ccccc23)cc1S(N)(=O)=O	2	-11	-3	3	-12	-2	0.3	-7	2	5
CC(C(=O)NCC1CCCO1)N(C(=O)c1snc(C(N)=O)c1N)c1ccccc1 (stereo not drawn)	-36	4	-4	-5	-5	36	0.2	-3	·	-2
COc1ccc(Cl)cc1C(=O)OCC(=O)c1ccc[nH]1	-60	-11	7	-1	-7	60	0.5	-2	-1	0
COc1ccc2c(c1)OC(O)(C(F)(F)F)CC2=O (stereo not drawn)	5	-3	-2	-2	-1	-5	1.8	-15	·	0
CC1C(=O)Nc2ccccc2N1C(=O)c1ccc(F)cc1F (stereo not drawn)	-4	2	-1	-4	-10	4	-1.2	·	-3	-3
Cc1c(NC(=O)c2cnc(Cl)c(Cl)c2)c(=O)n(-c2ccccc2)n1C	·	-5	0	2	-13	·	0.1	-12	-3	-4
CC(NC(=O)c1cccs1)C(S)c1ccccc1 (stereo not drawn)	-3	-7	5	5	-2	3	-1.4	7	0	0
COc1ccc(N(C(=O)c2cccnc2)S(=O)(=O)c2ccc3c4c(cccc24)C(=O)N3C)cc1	24	7	-8	0	-2	-24	-0.5	5	·	-6
COc1cccc(/C=C2\SC(=O)N(CCC(=O)NNC(=O)c3ccccc3Cl)C2=O)c1	-2	1	-3	4	-10	2	1.4	21	8	-3
COc1ccc(CC(=O)n2nc(-c3ccccc3)nc2NCc2ccco2)cc1	·	-2	3	-2	-4	·	0.1	·	14	1
Cc1noc(C)c1S(=O)(=O)N(C)C[C@H]1Oc2ccc(NS(=O)(=O)c3ccc(F)cc3)cc2C(=O)N([C@H](C)CO)C[C@@H]1C	-5	1	-6	-1	-3	5	0.6	13	-1	1
COc1ccccc1N1CCN(C(=O)c2cccc(S(=O)(=O)NCc3cccnc3)c2)CC1	-8	-3	-3	2	-7	8	0.0	-13	-2	2
Cc1ccc(C(C)C)cc1S(=O)(=O)Nc1cccnc1	-4	4	-14	-1	-24	4	-0.7	·	-2	-2
CCOC(=O)c1ccc(NC(=O)C2(N3C(=O)c4ccccc4C3=O)CCCC2)cc1	·	-3	2	3	-6	·	-1.0	7	-4	-2
CCOC(=O)N1CCN(C(=O)c2ccc(NC(C)=O)cc2)CC1	16	-5	-3	3	5	-16	-0.7	1	·	7
C=CCc1cc(C)ccc1OCCOCCC(C(=O)OCC)C(=O)OCC	-19	-2	-2	6	-1	19	-0.6	6	0	-4
COc1cccc(NC(=O)CCP(C)(=O)O)c1	-7	-1	-2	-2	-9	7	-1.8	6	·	-2
CC(C)COc1ccc(C(=O)NNC(=O)CCC(=O)c2cccs2)cc1	-28	5	4	5	-4	28	-0.4	-13	6	0
CC1C(=O)Nc2ccccc2N1C(=O)C1CC1 (stereo not drawn)	20	3	-4	-2	-4	-20	0.3	9	·	-3
COc1ccccc1-n1nnnc1SCC(=O)N(CC(C)C)C1CCS(=O)(=O)C1 (stereo not drawn)	5	-4	-7	2	-7	-5	-1.4	5	-2	0
NS(=O)(=O)c1ccc(NC(=S)Nc2ccc(OCc3ccccc3)cc2)cc1	10	3	0	-4	-15	-10	1.4	11	-5	-5
CCCCN(C)CCCNC(=O)c1cccc(N2CCCC2=O)c1	-2	-5	0	-14	11	2	0.7	-6	-4	-2
Clc1ccc(Cl)c(-c2nn3c(COc4ccccc4)nnc3s2)c1	32	3	-14	-2	-13	-32	0.6	-13	14	-1
CCN(CC)S(=O)(=O)c1ccc2c(c1)NC(=O)C1CCCN21 (stereo not drawn)	-24	3	9	7	-12	24	-0.9	-7	0	0
CCOc1ccc(NC(=O)c2ccncc2)cc1	2	2	-7	-5	-4	-2	-1.7	8	·	4
c1ccc(C(c2ccccc2)c2noc(CN3CCN(C4CCCC4)CC3)n2)cc1	2	-5	2	4	-17	-2	1.3	6	-4	-3
CCc1nc2cccnc2n1-c1ccc(C(=O)O)cc1	13	-1	5	1	3	-13	-2.4	5	0	3
O=C(Nc1ncccc1O)c1ccc(Oc2ccccc2)cc1	11	0	-11	-3	-12	-11	0.0	47	37*	-1
CCN(CC)CCn1c(N)nc2ccccc21	·	-8	-5	-2	-12	·	-3.0	4	-1	·
COc1ccc(N2CCCC2)c(NC(=O)c2ccc([N+](=O)[O-])o2)c1	2	-9	1	-4	3	-2	0.2	-31	2	-3
CCOc1cc(/C=N/NC(=O)C(OC)c2ccccc2)ccc1O (stereo not drawn)	-5	0	27	0	7	5	-0.9	·	5	3
CC1SCC(NC(=O)c2ccc(Cl)cc2)CS1 (stereo not drawn)	1	0	0	-1	-13	-1	-6.1	·	18	2
C1=C(c2ccccc2)Nc2nnnn2C1c1cccs1 (stereo not drawn)	-13	3	0	-6	12	13	0.0	8	·	-4
CC1(C)S[C@@H]2[C@H](NC(=O)[C@H](N)c3ccccc3)C(=O)N2[C@H]1C(=O)O	6&17	-11&-13	2&5	-3&9	-10&-16	-6&5	1.3&-3.0	0&3	-6&5	2&1
COc1ccc(/C=C2\SC(N3CCCCC3)=NC2=O)cc1	·	-7	-3	0	-12	·	0.2	22	8	-2
NCCS(=O)(=O)O	7	6	4	7	-8	-7	-0.3	-15	2	-7
C[C@@]12C(=O)N(CC3CCCO3)CC(=O)N1[C@@H]1c3ccccc3OC[C@@H]1[C@@H]2c1ccccc1 (stereo partly drawn)	12	-1	0	-2	-15	-12	0.5	4	4	-3
CN(CC(=O)Nc1ccc(F)c(F)c1F)C(=O)c1ccc2c(c1)NC(=O)CS2	5	-5	11	-4	3	-5	0.3	0	2	11

Wnt bcat act: hit marks shown above
| SMILES | SR-BI DiI-HDL act | dFosB activator | Rtt109 HAT inh | PvdQ acylase | SR-BI HDL uptake | CDK5 inh | MITF act | Wnt bcat act |
| --- | --- | --- | --- | --- | --- | --- | --- | --- |
| O=C(Nc1ncccc1O)c1ccc(Oc2ccccc2)cc1 | 11 | 0 | -11 | -12 | -11 | 0.0 | 47 | 37* |

Remaining list, next part.
SMILES	SR-BI DiI-HDL act	dFosB activator	Rtt109 HAT inh	cardiac RTF act	PvdQ acylase	SR-BI HDL uptake	CDK5 inh	MITF act	Wnt bcat act	HTR5A ag
CC1(C)NC(C)(C)C(O)(C(N)=O)C1=O (stereo not drawn)	26	3	0	-3	0	-26	0.8	-14	-5	4
NC(=O)c1ccccc1OCC(=O)N1CCCc2ccccc21	4	-2	-4	4	-6	-4	-2.4	17	3	3
C=CCC[C@@H](Cc1ccc(F)cc1)C(=O)OC[C@@H](Cc1c[nH]c2ccccc12)NC(=O)[C@H](CC=C)CC(=O)NCCO	-7	-8	6	0	-9	7	1.2	-3	-6	2
Cc1nn(Cc2ccccc2Cl)c(C)c1C(=O)NCc1ccco1	-62	1	2	7	-23	62	-2.5	·	-5	-4
CC(C)N(C(=O)c1nn(C)c2c1CSc1ccccc1-2)C1CCCCC1	3	-18	-8	-4	-12	-3	-0.5	-12	-3	0
Cc1ccccc1OCC(O)CN1CCN(CC(O)COc2ccccc2C)CC1 (stereo not drawn)	1	1	4	2	-12	-1	-1.5	-3	-2	9
COc1ccc(CC(=O)Nc2cc(S(C)(=O)=O)ccc2Cl)cc1S(=O)(=O)N1CCOCC1	4	0	1	-6	-5	-4	0.0	5	0	0
COC(=O)c1ccccc1NC(=O)CN1CCN(C23CC4CC(CC(C4)C2)C3)CC1	13	-2	6	6	-6	-13	-0.7	12	·	-3
COC(=O)c1ccc(-n2cnc(Cl)n2)c(F)c1	10	7	-8	7	17	-10	0.2	8	·	-2
CCOC(=O)C1=C(O)/C(=C/N(C)C)N=C1C	12	6	5	2	-14	-12	-2.3	1	·	4
CC1CCN(CCc2nc3cc(NC(=O)NC4CCCCC4)ccc3n2C)CC1	15	-6	29	-4	-15	-15	0.8	9	·	1
CC(C)Oc1ccc(S(=O)(=O)N(C(C)C)C(C)C)cn1	-5	-11	15	-5	0	5	-0.4	6	-3	7
CCOc1ccc(CNC2CCCc3ccccc32)cc1 (stereo not drawn)	0	-3	3	10	38*	0	-0.3	-1	-1	1
CCSc1nnc(NC(=O)c2ccc(Br)s2)s1	4	0	2	2	9	-4	3.8	47	1	-2
Clc1ccc(-c2ccnc(-n3cccc3)n2)s1	2	-14	7	9	-15	-2	3.4	-14	2	0
Cc1nc(-c2ccc(Cl)cc2)sc1C1(C)CC(c2ccncc2)=NO1 (stereo not drawn)	-1	5	17	2	2	1	-0.4	12	12	10
CCc1ccc(NCc2cc3c(C)nn(-c4ccccc4)c3[nH]c2=O)cc1	-14	-10	·	2	-3	14	2.0	-11	-2	-7
CC(OC(=O)c1ccc(-n2cnnn2)cc1)C(=O)Nc1ccccc1F (stereo not drawn)	-3	3	-8	0	-8	3	-2.4	5	51*	-2
CCc1nc2ccc(C(=O)N3CCN(c4cccc(Cl)c4)CC3)cc2nc1CC	-1	-17	22	-3	-11	1	-0.6	4	0	1

Screening results from PubChem.
